High-throughput results from PubChem.
PI5P4Ka inh: qHTS for Inhibitors of phosphatidylinositol 5-phosphate 4-kinase (PI5P4K); Phosphatidylinositol 5-phosphate 4-kinase type-2 alpha (Homo sapiens), P48426; PI5P4Kalpha enzyme, ADP-Glo luminescence, 60 min; active compounds read low; max response, %; 330,000 compounds, 1.2% hits; active means max response of -50% or lower; inconclusive means between -30% and -50%; inactive means -30% or higher; further: value at the top dose of about 77 µM; on the % scale 0 is the no-effect control and ±100 the full control effect
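Luminescence from ADP-Glo served as readout of PI5P4Kalpha activity in a qHTS format. Reaction: enzyme, substrate, compound, ATP at 5 microM final, 60 min at RT.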
EPAC1 agonist: qHTS for Agonist of cAMP-regulated guanine nucleotide exchange factor 3 (EPAC1): primary screen. Rap guanine nucleotide exchange factor 3 (Homo sapiens), O95398. EPAC1 agonist qHTS, biochemical assay; response scale: 100% = response to 6.5 mM cAMP. Potency, µM (highest dose often 154 µM), for the others: at the top dose activation, hits mostly activators. 360,000 compounds, 0.073% hits; further: potency means the concentration at half of the fitted maximal effect; nearly all actives have a fitted effect of over 60% in size
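Nucleotide exchange assay: 100 nM EPAC1 with 250 nM Rap1B loaded with BODIPY-GDP and 50 uM GDP, room temperature. Fluorescence (480/540 nm) read every 5 min for 30 min; signal change normalized to 6.5 mM cAMP as full agonist.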
IL-2 act: qHTS of IL-2 Activators; 360,000 compounds, 0.065% hits; activation, % (series mostly up to about 46 µM); IL-2 activation reporter assay, cell-based qHTS; stimulated with anti-CD3/CD4/CD28 beads; in transgenic mouse T cells; in the data active means activation above about 50%; inconclusive means mostly about 30% to 49%; further: 0% is about no effect
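Quantitative HTS in unstimulated transgenic mouse T cells, with memory T cells as non-tolerant control and PMA/ionomycin as tolerance-bypass control. Compound pretreatment lasted 60 minutes before 18 h bead stimulation; EGFP/DsRed fluorescence read.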
CCT chaperon mod: High-Throughput Screening for Modulators of Cytosolic Chaperonin Activity | purified chaperonin ATPase assay, HTRF ADP detection, 30 min | activity change, % (concentration not given with the values), hits read low | 360,000 compounds, 0.3% hits | AID 651819, 2012; in the data active means activity change below about -30%; further: on the % scale 0 is the no-effect control and ±100 the full control effect
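Enzyme 40 or 20 nM (batch-dependent) in Tris pH 7.4/KCl/MgCl2/DTT; cpd 76 uM single point; ATP 10 uM; 30 min 37 °C; Transcreener ADP HTRF detection, 30 min RT; ratio 665/615.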
PLK1 PBD inh: qHTS for Inhibitors of PLK1-PDB (polo-like kinase 1 - polo-box domain): Primary Screen | Plk1 PBD binding of FITC phosphopeptide, fluorescence polarization | Potency, µM, without a hit: max response, negative = inhibition, hits mostly inhibitors | Serine/threonine-protein kinase PLK1 (Homo sapiens), P53350 | 360,000 compounds, 2.8% hits | AID 720504, 2013; further: potency means the concentration at half of the fitted maximal effect; series mostly up to about 57 µM; on the % scale 0 is the no-effect control and ±100 the full control effect; nearly all actives have a fitted effect of over 65% in size
EPAC1 antagonist: qHTS for Antagonist of cAMP-regulated guanine nucleotide exchange factor 3 (EPAC1): primary screen; EPAC1 GEF assay, Rap1b-BODIPY-GDP exchange fluorescence; Rap guanine nucleotide exchange factor 3 (Homo sapiens), O95398; 360,000 compounds, 0.14% hits; Potency, µM (series often up to 115 µM), for inactives: at the highest dose activity change, negative = inhibition, most hits filed as inhibitors;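 further: potency means the concentration at half of the fitted maximal effect; plate controls were vehicle for no effect and positive control for full effect; nearly all actives have a fitted effect of over 50% in size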
EPAC2 ag: qHTS for Agonist of cAMP-regulated guanine nucleotide exchange factor 4 (EPAC2): primary screen; EPAC2 activation, biochemical qHTS; response scale: 100% = 6.5 mM cAMP response; Potency, µM (series often up to 154 µM), for the others: top-dose activation, actives largely listed as activators; 360,000 compounds, 0.079% hits; AID 720711, 2013; further: potency means the concentration at half of the fitted maximal effect; nearly all actives have a fitted effect of over 50% in size
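Exchange assay: 100 nM EPAC2 with 250 nM Rap1B-BODIPY-GDP and 50 uM GDP. Fluorescence (ex 480/em 540 nm) read every 5 min for 30 min at room temperature. Data normalized to 6.5 mM cAMP as agonist control.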
WRN inhibitor: qHTS for Inhibitors of WRN Helicase | AID 651768, 2012 | WRN helicase unwinding, fluorescent forked duplex, kinetic | 360,000 compounds, 0.46% hits | Potency, µM (doses to about 114 µM), inactives show top-dose activity change, negative = inhibition, usual class: inhibitors; further: potency means the concentration at half of the fitted maximal effect; on the % scale 0 is the no-effect control and ±100 the full control effect; nearly all actives have a fitted effect of over 55% in size
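Primary qHTS, 1536-well format. 20 nM WRN + compound, 15 min RT; start with 100 nM forked fluorophore/quencher duplex, 2 mM ATP (final); kinetic read ex 525/em 598 nm.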
The depositor's hits bear a star; ? = inconclusive; . = not tested or not shown; [ ] = another dose, or the depositor's remark. Unless noted, the call rests on the fitted dose curve; in most records, active means well fitted curve in the direction sought with a large enough effect; inconclusive means small, poorly fitted or top-dose-only effect, or another doubt; inactive means no such curve, though single readings can be large; an effect the other way counts as inactive or inconclusive.

No.	structure	EPAC1 antagonist	WRN inhibitor	IL-2 act	PLK1 PBD inh
1	COc1cc(C(C(=O)NC2CCCC2)N(Cc2ccccc2)C(=O)c2snc(C(N)=O)c2N)ccc1O (configuration not stated)	9%	0%	-0.5	-6%
2	Cn1c(C2=C(O)CN(Cc3ccccc3)C2=N)nc2ccccc21	15%	-3%	-0.6	-13%
3	O=S(=O)(c1cccs1)N1CCN(c2cccc(Cl)c2)CC1	-25%	-6%	-3.7	7%
4	CSc1ccccc1OCc1cc(C(=O)NC(C)Cc2cccc(C)n2)no1 (configuration not stated)	?	?	-4.5	-11%
5	CCOc1ncccc1C(=O)OCC(=O)NCc1ccc(C(=O)OC)cc1	4%	8%	-0.7	0%
6	O=C(Oc1cccc(NC(=O)c2ccco2)c1)c1cccc(S(=O)(=O)N2CCCC2)c1	7%	-10%	-3.2	-15%
7	CCOC(=O)[C@]12CCC=C1N(Cc1ccco1)C(=O)[C@H](CC(=O)NCCC(C)C)C2	-9%	-3%	0.0	-1%
8	O=C(Nc1ncnc2c1ncn2C1OC(COC(=O)c2ccccc2)C(F)C1O)c1ccccc1 (configuration not stated)	-15%	3%	-0.2	-6%
9	CCOC(=O)c1ccc(NC(=O)c2c(N)n(C)c(=O)[nH]c2=O)cc1	-4%	-8%	0.0	-2%
10	COC(=O)Nc1ccc(S(=O)(=O)NNC(=O)c2c(O)c3ccccc3n(C)c2=O)cc1	10%	9%	-1.9	-16%

No.	CCT chaperon mod	EPAC2 ag	PI5P4Ka inh	EPAC1 agonist
1	-0.3	-6%	5	-8%
2	-2.3	9%	1	8%
3	0.6	1%	15	6%
4	0.8	19%	4	10%
5	-2.9	4%	-1	8%
6	-0.6	19%	.	10%
7	-0.2	-14%	4	-25%
8	0.3	2%	-4	1%
9	1.0	-3%	4	10%
10	0.1	4%	1	5%

Additional results follow:
No.	structure	EPAC1 antagonist	WRN inhibitor	IL-2 act	PLK1 PBD inh
11	CC(C)C(=O)Nc1cc2c3c(c1)CCC(=O)N3CCC2	-27%	-8%	-0.4	1%
12	CCOc1ccccc1CNC(=O)Cn1c(=O)oc2ccccc21	-9%	-1%	-3.8	-11%
13	CC(=O)c1cccc(N(CC(=O)NC2CCCCC2)C(=O)CCC(=O)Nc2nc(C)cs2)c1	-8%	-11%	-0.1	-5%
14	CCN(CC)Cc1c(O)ccc2c([N+](=O)[O-])c(C)n(-c3ccc(OC)cc3)c12	4%	-6%	0.8	-3%
15	Cc1cc(C)c(NC(=O)CNC(=O)COC(=O)CNC(=O)c2ccc(Cl)cc2Cl)c(C)c1	-3%	-14%	1.9	2%
16	Cc1cc(OC(=O)c2cc(Cl)ccc2Cl)c([N+](=O)[O-])c(=O)[nH]1	-13%	-8%	-1.8	-6%
17	COc1ccc(N2CCN(c3ccc(N)cc3C#N)CC2)cc1	-20%	-2%	0.5	-2%
18	COc1ccccc1NC(=O)Nc1ccc(Cl)c(S(=O)(=O)Nc2ccccc2OC)c1	-23%	-9%	-0.1	-2%
19	COc1ccc(/C=C2\CCC(C3CCCC3)C2=O)cc1Cn1cccn1 (configuration not stated)	5%	-3%	-0.3	-11%
20	CCOC(=O)c1c(C)[nH]c(C(=O)COC(=O)/C=C/c2ccc(OCC#N)c(OC)c2)c1C	15%	2%	0.6	0%

No.	CCT chaperon mod	EPAC2 ag	PI5P4Ka inh	EPAC1 agonist
11	0.6	6%	1	10%
12	0.6	2%	0	-32%[inhibitor]
13	-1.3	8%	-7	-8%
14	-1.3	-1%	5	9%
15	4.8	-1%	3	-8%
16	-0.4	9%	4	-3%
17	0.4	5%	1	1%
18	0.7	11%	1	9%
19	-0.7	19%	9	1%
20	-1.3	6%	-4	4%

Complete entries, quoted from the list. Order of values: EPAC1 antagonist	WRN inhibitor	IL-2 act	PLK1 PBD inh	CCT chaperon mod	EPAC2 ag	PI5P4Ka inh	EPAC1 agonist
`CCOC(=O)c1c(C)[nH]c(C(=O)COC(=O)/C=C/c2ccc(OCC#N)c(OC)c2)c1C` is listed with 15%	2%	0.6	0%	-1.3	6%	-4	4%
`COc1ccc(N2CCN(c3ccc(N)cc3C#N)CC2)cc1` is listed with -20%	-2%	0.5	-2%	0.4	5%	1	1%

(more compounds)
No.	structure	EPAC1 antagonist	WRN inhibitor	IL-2 act	PLK1 PBD inh
21	Cc1cccc(OCCC(=O)Nc2ccc(C)c(S(=O)(=O)N3CCCCC3)c2)c1	-14%	-21%	1.3	-6%
22	CCN(CC)CCC(=O)N1C/C(=C/c2ccccc2)C(=O)/C(=C\c2ccccc2)C1	3%	-9%	-4.8	-15%
23	CCOc1ccc(OCC(=O)Nc2ccc(S(=O)(=O)Nc3cc(C)nc(C)n3)cc2)cc1	0%	-16%	1.8	-18%
24	O=C(NCCc1c[nH]c2ccccc12)c1ccc(Br)o1	11%	5%	3.8	2%
25	Cc1cc(Cl)c(S(=O)(=O)Nc2ccc3c(c2)OCO3)cc1OCC(N)=O	8%	-4%	0.1	-25%
26	COc1ccc(-c2cc(C(=O)NCCN3CCOCC3)c3ccccc3n2)cc1	-14%	-1%	0.2	-2%
27	O=C(CSc1ccc2ccccc2n1)N/N=C/c1ccc(O)cc1	-8%	-5%	-0.1	-7%
28	OCCNCc1ccc(-c2ccccc2)cc1	-27%	?	1.9	-9%
29	N=C(N)SCP(=O)(c1ccccc1)c1ccccc1	-9%	-1%	-5.6	-15%
30	C[C@H]1CN([C@@H](C)CO)C(=O)c2cc(Br)cnc2O[C@H]1CN(C)S(=O)(=O)c1ccccc1F	7%	1%	-0.6	-4%

No.	CCT chaperon mod	EPAC2 ag	PI5P4Ka inh	EPAC1 agonist
21	1.2	9%	13	2%
22	-0.2	-3%	16	-6%
23	-6.7	4%	-25	-3%
24	-1.5	5%	-7	5%
25	1.5	5%	-22	-7%
26	-2.1	7%	-1	-6%
27	0.4	7%	-16	1%
28	-0.8	16%	3	3%
29	-2.8	7%	-9	7%
30	-0.2	3%	-2	-2%

Other compounds:
No.	structure	EPAC1 antagonist	WRN inhibitor	IL-2 act	PLK1 PBD inh
31	O=C1NC(c2ccc(-c3ccccc3[N+](=O)[O-])o2)C(C(=O)c2ccc(F)cc2)C(O)(C(F)(F)F)N1 (configuration not stated)	-2%	-12%	0.6	0%
32	Cc1ccc(NC(=O)c2cccnc2)c([N+](=O)[O-])c1	7%	-6%	0.8	7%
33	CCCc1cc(C(=O)Nc2c(C)n(C)n(-c3ccccc3)c2=O)no1	3%	5%	-2.5	0%
34	O=C(Nc1cccc(C(=O)N2CCCCC2)c1)C1CCCCC1	3%	-1%	0.0	2%
35	CS/C(=N\S(=O)(=O)c1cccs1)Nc1cccc(Cl)c1C	1%	-21%	0.0	-21%
36	Cc1ccc(C)c(NC(=O)CCc2nnc3ccc(N4CCCC4)nn23)c1	-9%	-2%	-0.4	2%
37	CCN(CC)c1ncc(C)c(=O)[nH]1	0%	-34%[57.1 µM]	-1.2	-10%
38	Cc1cc(NS(=O)(=O)c2ccc(NC(=O)c3cccnc3)cc2)nc(C)n1	-3%	-2%	-2.4	2%
39	Cn1c(COc2ccc([N+](=O)[O-])cc2)nnc1SCC(N)=O	10%	-10%	-0.7	-18%
40	CC12CC3(C)CC(C)(C1)CC(C(=O)Nc1nn[nH]n1)(C2)C3	7%	2%[57.1 µM]	3.0	0%

No.	CCT chaperon mod	EPAC2 ag	PI5P4Ka inh	EPAC1 agonist
31	0.1	1%	-5	-7%
32	0.2	8%	5	-1%
33	-1.7	3%	0	-7%
34	-2.7	-1%	-1	-28%
35	1.0	8%	12	8%
36	-3.7	6%	1	-2%
37	-0.5	-10%	5	25%
38	-0.2	10%	0	-2%
39	-1.1	12%	-10	11%
40	-0.5	-2%	.	0%

Following part.
No.	structure	EPAC1 antagonist	WRN inhibitor	IL-2 act	PLK1 PBD inh
41	O=C(CSc1nc(Nc2ccccc2)nc(N2CCOCC2)n1)Nc1ccc(Br)cc1F	11%	7%	-3.0	4%
42	NC(Cc1ccccc1)c1csc(Nc2ccc(C(=O)c3ccccc3)cc2)n1 (configuration not stated)	-17%	-10%	-0.8	-4%
43	Cc1ccc(-c2csc3ncnc(SCC(=O)c4ccc5c(c4)OCCO5)c23)cc1	3%	-9%	-1.5	-4%
44	CC(NC(=O)COC(=O)c1ccc(N(C)C)cc1)c1ccccc1 (configuration not stated)	-19%	-1%	-0.5	-19%
45	CCn1c(C)c(C)c2cc(C(=O)N3CCN(c4cccc(C)c4C)CC3)ccc21	-10%	-13%	-0.6	-9%
46	O=C(Nc1ccc2c(c1)OCCO2)C(=O)c1c[nH]c2ccccc12	11%	2%	-3.8	-1%
47	COc1ccc(C(=O)N[C@H](C(=O)OCc2nc3ccsc3c(=O)[nH]2)C(C)C)cc1	-23%	-22%	-0.7	-4%
48	O=C(CC1C(=O)NCCN1Cc1ccc(-c2ccccc2)cc1)NCC1CC1 (configuration not stated)	-29%	-29%[57.1 µM]	0.3	-18%

No.	CCT chaperon mod	EPAC2 ag	PI5P4Ka inh	EPAC1 agonist
41	-1.8	-7%	-1	-8%
42	-1.4	0%	7	-7%
43	-3.4	10%	.	12%
44	-0.1	10%	-9	6%
45	0.5	3%	2	11%
46	-1.4	-2%	-4	-13%
47	1.0	-1%	-1	-21%
48	0.4	-2%	5	-1%

An excerpt (hit frequency here may not be typical).
